ERK EGF inh – blocks ERK signaling stimulated by EGF; HEK293-V1b, EGF-stimulated phospho-ERK AlphaScreen; Potency, µM (titrated, usually from 11.5 µM), inactives show at the top dose activity change, negative = inhibition, hits mostly inhibitors; actives 0.41% (n = 130,000); AID 1454; active means well fitted inhibition curve with a large enough effect; inconclusive means small, poorly fitted or top-dose-only effect, or effect the other way;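 further: plate controls were stimulated vehicle wells for no effect and unstimulated vehicle basal for full effect; nearly all actives have a fitted effect of over 55% in size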
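HEK293 cells stably expressing V1b receptor, serum-reduced (1% FBS) overnight, pretreated 30 min with compound, then stimulated 5 min with 25 nM EGF; phospho-ERK detected by AlphaScreen SureFire. AC50 from Hill fits, normalized to DMSO and EGF.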
Numbers without * were called inactive; [ ] = another dose, or the depositor's remark. Potency means the concentration at half of the fitted maximal effect. These rows are one share of the data; rates above refer to the full screens.

CC(C)(C)C(=O)O/N=C1\CCS(=O)(=O)c2sccc21 was read as ERK EGF inh -16.8%.
Screening Nc1c(Cl)cc(Cl)cc1C(=O)OCC(=O)N1CCOCC1 returned ERK EGF inh 3.7%.
COc1ccc2c(c1)O[C@H](c1ccc3c(c1)OCO3)[C@@H](OC(=O)Nc1ccc(C)c(Br)c1)C2=O was read as ERK EGF inh -7.6%.
For O=C(O)C1CSC2(c3ccc(Br)cc3)CCC(=O)N12 (stereo unspecified) the results were ERK EGF inh -1.7%.
For O=C(C(=O)N1CCN(c2cccc(Cl)c2)CC1)N1CCCCC1 the results were ERK EGF inh -8.5%.
CN1CCN/C1=C(/C(Cl)=C(Cl)Cl)[N+](=O)[O-] was read as ERK EGF inh 2.4%.
Screening CC(C)COP(=O)(c1ccc(N(C)C)cc1)C(Nc1ccccc1)c1cccnc1 (stereo unspecified) returned ERK EGF inh -7.0%.
Screening O=C(COc1ccccc1)Nc1ccc([N+](=O)[O-])cc1 returned ERK EGF inh -14.3%.
For O=C(NCCc1ccccc1)c1ccc(CS(=O)(=O)c2ccc(Cl)cc2)o1 the results were ERK EGF inh 9.5%.
Screening CCn1cc(C(=O)O)c(=O)c2cc(F)c(N3CCN(C(=S)NC(=O)c4ccc(F)c(F)c4)CC3)cc21 returned ERK EGF inh 10.5%.

Overlap with the part before: three entries; new compounds follow.
Screening O=C(COc1ccccc1)Nc1ccc([N+](=O)[O-])cc1 returned ERK EGF inh -14.3%.
For O=C(NCCc1ccccc1)c1ccc(CS(=O)(=O)c2ccc(Cl)cc2)o1 the results were ERK EGF inh 9.5%.
Screening CCn1cc(C(=O)O)c(=O)c2cc(F)c(N3CCN(C(=S)NC(=O)c4ccc(F)c(F)c4)CC3)cc21 returned ERK EGF inh 10.5%.
For COc1cccc(NC(=O)Nc2ccc(CC(=O)O)cc2)c1 the results were ERK EGF inh -7.0%.
`Cc1ccc(-c2cc(C(F)F)n3ncc(C(=O)NN4CCCCC4)c3n2)cc1` gave ERK EGF inh -10.2%.
For CCN(c1ccccc1)S(=O)(=O)c1ccc(OC)c(NC(=O)Cn2cnc3c2c(=O)n(C)c(=O)n3C)c1 the results were ERK EGF inh -3.6%.
Screening CC1N(C)c2cc(NC(=O)c3cccs3)c(P(=O)(Nc3ccc([N+](=O)[O-])cc3)N3CCOCC3)cc2C1(C)C (stereo unspecified) returned ERK EGF inh 2.5%.
For CNc1ccccc(-c2ccc3cc4c(cc3n2)OCO4)c1=O the results were ERK EGF inh 8.7%.
`CC(C)NC(=O)/C(C#N)=C/c1cccc(NC(=O)c2ccccc2Cl)c1` gave ERK EGF inh 2.7%.
C=C(C)C(=O)c1cccs1 was read as ERK EGF inh -0.5%.
`CC[C@]1(c2ccccc2)NC(=O)N(C)C1=O` gave ERK EGF inh 1.9%[25.7 µM].
COC(=O)c1ccc(C(NC(=O)OCc2ccccc2)/C(C)=C/[C@@H](C)C(=O)NCCO)cc1 (stereo partly specified) was read as ERK EGF inh 2.5%.
`CCN(CC)CCNC(=O)c1cccc(NC(=O)C(=O)c2ccccc2NC(C)=O)c1` gave ERK EGF inh 5.6%.
`O=C(CCN1CCN(c2ccccc2)CC1)NNC(=S)Nc1ccccc1` gave ERK EGF inh -9.2%.
For C(=N\Nc1ccc2nncn2n1)/c1ccco1 the results were ERK EGF inh -5.5%[57.5 µM].
`COc1cccc(Cn2cnc3c([N+](=O)[O-])c(C)c(C)cc32)c1` gave ERK EGF inh -3.7%.
For N=C1Sc2ccccc2C2=NCCCN12 the results were ERK EGF inh 6.6%.
`COc1ccc(-n2cc(C#N)c(=O)[nH]c2=O)cc1` gave ERK EGF inh 2.8%.
Screening O=C(O)C1CC=CCC1C(=O)NCc1ccc2c(c1)OCO2 (stereo unspecified) returned ERK EGF inh 7.1%.
Screening O=C(CN1CCCCCCC1)N/N=C/c1ccccc1F returned ERK EGF inh 4.8%.
`CCOC(=O)c1ccc(NC(=O)Nc2ccon2)cc1` gave ERK EGF inh -3.8%[57.5 µM].
`COc1ccc(-c2csc(NC(=O)c3ccccc3NS(=O)(=O)c3ccc(C)cc3)n2)cc1` gave ERK EGF inh inconclusive.
COc1ccc(C(=O)C(Cc2cc(C(C)=O)ccc2OC)N2CCCC2)cc1 (stereo unspecified) was read as ERK EGF inh -9.0%.
For CC1=C(C(=O)Nc2ccccn2)C(c2ccc3c(c2)OCO3)C2=C(CC(C)(C)CC2=O)N1 (stereo unspecified) the results were ERK EGF inh -11.1%.
Screening Cn1c(=O)cc(OCCCC(=O)NCCC2=CCCCC2)c2ccccc21 returned ERK EGF inh 1.5%.
`Cc1ccn2c(Nc3ccc4c(c3)OCO4)c(-c3ccccn3)nc2c1` gave ERK EGF inh 4.9%.
`CC/C(=N\NC(=O)c1ccc(Br)cc1)c1ccccc1` gave ERK EGF inh -2.0%.
For CN1C(=O)CC(N2CCN(c3ccc(Cl)cc3)CC2)C1=O (stereo unspecified) the results were ERK EGF inh 27.8%.
Screening O=C(N/N=C/c1ccc2c(c1)OCO2)c1sc2cc(Cl)ccc2c1Cl returned ERK EGF inh 8.0%.
For COc1cc(CCCN2C(=S)NC[C@H]2Cc2ccc(O)cc2)cc(OC)c1OC the results were ERK EGF inh -17.0%[57.5 µM].
Cc1ccc2nc(C)c(C(=O)NN=C3CCCCCC3)n2c1 was read as ERK EGF inh -7.8%.
For Cc1cc(C(F)(F)F)n2ncc(-c3cccc(Br)c3)c2n1 the results were ERK EGF inh -7.7%.
Screening O=C(CSc1cccc[n+]1[O-])N1CCc2ccccc21 returned ERK EGF inh -9.8%[57.5 µM].
O=C(NCCO)C1COc2ccccc2O1 (stereo unspecified) was read as ERK EGF inh 4.0%.
Screening Cc1c(Br)c(=O)oc2c(Br)c(O)c(O)cc12 returned ERK EGF inh inconclusive.
`CCCCc1c(C)nc(Nc2ccc(OC)cc2)[nH]c1=O` gave ERK EGF inh 3.8%.
`CCOC(=O)c1cnc(-n2nc(C)cc2C)nc1Oc1ccc(C(=O)OC)cc1` gave ERK EGF inh -15.3%[57.5 µM].
For COCCNC(=O)C(C)Oc1ccccc1 (stereo unspecified) the results were ERK EGF inh 27.6%.
`Cc1ccccc1Nc1nc(-c2ccccc2)c(C(=O)Nc2cccnc2)s1` gave ERK EGF inh 2.8%.
For COc1c2ccoc2nc2c(OC)cccc12 the results were ERK EGF inh -6.7%[57.5 µM].
Screening CCn1c2ccc(C)cc2c2nc3cc(C(=O)O)ccc3nc21 returned ERK EGF inh 6.1%.
For CCOC(=O)C1=NNC(C(=O)c2ccccc2)C1c1ccc(C)cc1 (stereo unspecified) the results were ERK EGF inh -10.1%[57.5 µM].
Cc1ccc([N+](=O)[O-])c(OCCN2CCNCC2)c1 was read as ERK EGF inh 11.6%.

Among those listed so far, four contain fluorine:
Screening CCn1cc(C(=O)O)c(=O)c2cc(F)c(N3CCN(C(=S)NC(=O)c4ccc(F)c(F)c4)CC3)cc21 returned ERK EGF inh 10.5%.
`Cc1ccc(-c2cc(C(F)F)n3ncc(C(=O)NN4CCCCC4)c3n2)cc1` gave ERK EGF inh -10.2%.
Screening O=C(CN1CCCCCCC1)N/N=C/c1ccccc1F returned ERK EGF inh 4.8%.
For Cc1cc(C(F)(F)F)n2ncc(-c3cccc(Br)c3)c2n1 the results were ERK EGF inh -7.7%.

Later entries.
Screening COc1cccc(NC(=O)Nc2nnc(N3C(C)CCCC3C)s2)c1 (stereo unspecified) returned ERK EGF inh 1.8%[57.5 µM].
For CCCS(=O)(=O)c1nc(C)cc(C)c1S(C)(=O)=O the results were ERK EGF inh -3.3%.
For COC(=O)Cc1cc(=O)oc2cc(O)ccc12 the results were ERK EGF inh 3.5%.
Screening C/C(=N\NC(=O)c1cccc([N+](=O)[O-])c1)c1cccc(NC(=O)C2CC2)c1 returned ERK EGF inh -11.6%.
CNc1nc2ccccc2n(C)c1=O was read as ERK EGF inh 2.1%.
For FC(F)(F)c1ccc(Nc2nnnc3ccccc23)cc1 the results were ERK EGF inh 6.0%.
Cc1c(O)ccc(-c2n[nH]c(C(=O)O)c2-c2nc3ccccc3s2)c1O was read as ERK EGF inh -8.4%[57.5 µM].
OC(CN1CCN(Cc2ccccc2)CC1)c1ccc(F)cc1 (stereo unspecified) was read as ERK EGF inh -9.0%.
Screening COC(=O)CN1C(=O)COc2ccc(Cl)cc21 returned ERK EGF inh 2.9%.
`CC(C)c1c(O)ccc2c1CCC1C(C)(C)CCC[C@@]21C` (stereo partly specified) gave ERK EGF inh inconclusive.
`COc1cccc(CN2CCN(C(=O)c3ccc(-c4ccccc4)cc3)CC2)c1OC` gave ERK EGF inh -4.7%.
O=C(NC(=S)Nc1nc2ccccc2s1)c1cccs1 was read as ERK EGF inh inconclusive.
CCOC(=O)c1nnc(-c2ccccc2)nc1N1CC(C)OC(C)C1 (stereo unspecified) was read as ERK EGF inh 3.7%.
For O=C(C1CCN(C2CCN(C/C=C/c3ccccc3)CC2)CC1)N1CCOCC1 the results were ERK EGF inh 1.2%[57.5 µM].
Screening COc1ccc(C(=O)CSc2nnc(CC(=O)Nc3ccccc3OC)n2C)cc1 returned ERK EGF inh -1.5%.
`CCOC(=O)C1(Cc2ccccc2)CCCN(C2CCN(C(C)=O)CC2)C1` (stereo unspecified) gave ERK EGF inh -7.6%[57.5 µM].
CC(=O)C(/C=N/c1ncc(C(F)(F)F)cc1Cl)=C(\C)O was read as ERK EGF inh 4.2%.
Screening C=C(C)CNC(=S)N/N=C(\C)c1cccc(NC(C)=O)c1 returned ERK EGF inh 2.2%.
`CCC(C)[C@H](NC(=O)Nc1ccc(C)cc1C)C(=O)O` (stereo partly specified) gave ERK EGF inh -16.8%[57.5 µM].
For Cc1ccc(C)c(NC(=S)N(CCc2ccncc2)C(C)C)c1 the results were ERK EGF inh 6.7%[57.5 µM].

Three compounds from above, sorted by molecular weight, high to low:
Screening CC(C)COP(=O)(c1ccc(N(C)C)cc1)C(Nc1ccccc1)c1cccnc1 (stereo unspecified) returned ERK EGF inh -7.0%.
Screening CCn1c2ccc(C)cc2c2nc3cc(C(=O)O)ccc3nc21 returned ERK EGF inh 6.1%.
`CCCCc1c(C)nc(Nc2ccc(OC)cc2)[nH]c1=O` gave ERK EGF inh 3.8%.

(next part)
For CC(=O)CCc1oc2c([N+](=O)[O-])cccc2c1-c1ccc(C)o1 the results were ERK EGF inh 9.2%.
For COc1cc(C(=S)N2CCN(c3ccccc3Cl)CC2)cc(O)c1O the results were ERK EGF inh 32.8%.
For CC(=O)N1CC=CC1(CC(C)C)C(=O)NCc1ccc(C)o1 (stereo unspecified) the results were ERK EGF inh -0.8%.
For CC(C)N1CCN(Cc2cccn2-c2cccnc2)CC1CCO (stereo unspecified) the results were ERK EGF inh -1.3%.
CCOc1ccc(S(=O)(=O)N/N=C(\C)c2ccc(Cl)c(Cl)c2Cl)cc1 was read as ERK EGF inh -0.2%.
For N#CC(c1ccccc1)c1cccc(Cl)n1 (stereo unspecified) the results were ERK EGF inh -22.8%.
For CC1(C)Cn2c(nc(=O)c3c2NCN(CCc2ccccc2)C3)S1 the results were ERK EGF inh 24.5%.
For Cn1c(NC(=O)CC2CCCCC2)cc(=O)n(C)c1=O the results were ERK EGF inh 5.0%[57.5 µM].
`CCNc1c([N+](=O)[O-])c(=O)n(CC)c2ccccc12` gave ERK EGF inh 3.4%[57.5 µM].
Screening COC(=O)CCSCC(=O)Nc1ccc(C)c(S(=O)(=O)N2CCCCC2)c1 returned ERK EGF inh -18.8%[57.5 µM].
Screening Cc1cccc(C)c1NC(=O)CSC(=S)N1CCCC1 returned ERK EGF inh -1.6%.
COc1ccc(C/C(C)=N/NS(=O)(=O)c2ccc(Br)cc2)cc1 was read as ERK EGF inh 1.9%[57.5 µM].
Screening CCOCc1nnc(NC(=O)c2cc(OC)c(OC)cc2[N+](=O)[O-])s1 returned ERK EGF inh 1.2%.
Screening COc1ccc(-c2cnnc(N/N=C/c3ccc(C)o3)n2)cc1 returned ERK EGF inh inconclusive.
For Cc1nc2cnccc2n1C the results were ERK EGF inh -5.8%.
`COc1ccc(Nc2nc3ccccc3nc2NS(=O)(=O)c2ccc(NC(C)=O)cc2)cc1` gave ERK EGF inh 5.2%[57.5 µM].
Screening Cc1ccc(O)c(N=NC2=C(O)CC(C)(C)CC2=O)c1 returned ERK EGF inh -7.3%.
For COc1ccc(C(=O)NCC(=O)N=Nc2c(O)n(Cc3ccccc3)c3ccccc23)cc1OC the results were ERK EGF inh -7.1%.
Cc1ccc(C)c(S(=O)(=O)N2CCN(C(C(=O)Nc3ccc(F)cc3)c3ccccc3)CC2)c1 (stereo unspecified) was read as ERK EGF inh 11.2%.
`CCNC(=O)C1CCCc2c1[nH]c1ccc(Cl)cc21` (stereo unspecified) gave ERK EGF inh 3.6%.
`COc1ccc(NC2=C(C(C)=O)C(c3ccc(OC)c(OC)c3)C(C(C)=O)C(C)(O)C2)cc1` (stereo unspecified) gave ERK EGF inh 1.0%.
Cc1ccc2nc(Cl)c3nnnn3c2c1 was read as ERK EGF inh inconclusive.
CC(Oc1ccc(Cl)cc1)c1ccc(C#N)c(=O)[nH]1 (stereo unspecified) was read as ERK EGF inh -0.7%.
Screening Cc1ccc(N/C(C(Cl)=C(Cl)Cl)=C(/Cl)[N+](=O)[O-])c(C)c1 returned ERK EGF inh -6.9%.
For Cc1sc(NC(=O)C2C3CCC(O3)C2C(=O)O)nc1-c1ccc(CC(C)C)cc1 (stereo unspecified) the results were ERK EGF inh 7.6%.
`CC(C)C(=O)Nc1cccc(-c2cn3ccccc3n2)c1` gave ERK EGF inh -2.3%.
For Nn1c(SCC(=O)NCCCc2ccccc2)nnc1-c1cccnc1 the results were ERK EGF inh 3.7%[57.5 µM].
For S=C(NC1CCCC1)N1CCN(c2ccccn2)CC1 the results were ERK EGF inh 9.6%.
COC(=O)c1cc(OC)c(OC)cc1NC(=O)c1cccc(OC)c1OC was read as ERK EGF inh -0.4%.
`c1ccc2c(c1)nc(N1CCOCC1)c1ccccc12` gave ERK EGF inh 12.2%.

Screens as filed in PubChem.
